Assay outcomes (PubChem BioAssay)
CXXC DNA block: qHTS Fluorescence Polarization Assay for Inhibitors of MLL CXXC domain - DNA interaction; MLL-CXXC / FITC-HOXA9 DNA fluorescence polarization; Potency, µM (titrated, usually from 115 µM), for inactives: at the highest dose activity change, negative = inhibition, hits mostly inhibitors; actives 0.037% (n = 290,000); active = well fitted inhibition curve with a large enough effect in the polarisation, with a control signal flat, not every such curve was filed as active; inconclusive = small, poorly fitted or top-dose-only effect, or effect the other way, or a change in a side signal; inactive = no such curve, though single readings can be large or run the other way; the % refers to the polarisation; note: potency is the fitted concentration of half-maximal effect
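Steps: dispense CXXC domain solution (7 uM) → pin compounds or unlabeled HOX-A9 DNA control → 5 min ambient → add FLSN-HOX-A9 solution (50 nM) → spin → 30 min ambient → fluorescence polarization. Tris pH 7.5/NaCl/DTT/BSA buffer.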
GALK inh: qHTS Assay for Inhibitors of Human Galactokinase (GALK); Potency, µM (titrated, usually from 57.5 µM), for inactives: top-dose activity change, negative = inhibition, actives largely listed as inhibitors; actives 0.007% (n = 270,000); Purified GALK, Kinase-Glo residual ATP luminescence; AID 1868, 2009; note: potency is the fitted concentration of half-maximal effect; % is set by controls: 0 for no effect and ±100 for the full control effect
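Luminescence from leftover ATP (Ultra-Glo luciferase/luciferin) served as read-out after a 1 h room-temperature reaction of 5 nM GALK with 35 uM ATP and 100 uM galactose.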
BCR signal inh: qHTS Assay to Find Inhibitors of Chronic Active B-Cell Receptor Signaling; ABC-DLBCL IkBa-CBG/CBR reporter, luminescence ratio, 4 h; Potency, µM (titrated, usually from 46.1 µM), for inactives: at the highest dose ratio change, negative = lower green/red ratio, most hits filed as inhibitors; actives 0.05% (n = 340,000); active = well fitted inhibition curve with a large enough effect in the signal ratio, with a control signal flat, not every such curve was filed as active; inconclusive = small, poorly fitted or top-dose-only effect, or effect the other way, or a change in a side signal; the % refers to the signal ratio;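 note: potency is the fitted concentration of half-maximal effect; plate controls were basal doxycycline-induced cells for no effect and cells given 10 µM MG132 for full effect; MG132 reads +100%, hits lower the ratio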
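Doxycycline induced both beetle luciferases in TMD8 lymphoma cells; IKK-driven degradation limits the IkappaBalpha-fused green signal, while red luminescence normalises for cell number and nonspecific effects. Compounds tested up to 46 uM, 4 hrs.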
Coupling enz: qHTS Assay for Inhibitors of Fructose-1,6-bisphosphate Aldolase from Giardia Lamblia: Coupling assay counterscreen; actives 0.67% (n = 290,000); AID 2472, 2010; activity change, negative = inhibition, % at 58.2 µM, hits read low; coupling enzyme system counterscreen, AmpLite Red fluorescence; in the data active = activity change below about -30%; note: % is set by controls: 0 for no effect and ±100 for the full control effect
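Counterscreen of the coupled detection system alone, without aldolase: glyceraldehyde-3-phosphate coupling enzymes plus AmpLite Red readout. Compounds at 57.5 uM final, 10 min RT preincubation, 20 min RT reaction, fluorescence 525/598 nm.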
Giardia killer: Small Molecules that selectively kill Giardia lamblia: qHTS. Giardia lamblia trophozoite viability. activity change, % at 7.66 µM, hits read low. actives 0.15% (n = 340,000). AID 540267, 2011; in the data active = activity change below about -80%; inconclusive = between about -30% and that limit;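 note: parasites exposed to compound for two days anaerobically before the ATP read; % is set by controls: 0 for no effect and ±100 for the full control effect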
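Each well holds 100 Giardia trophozoites and compound. After two days (48 hrs) at 37 deg C in anaerobic conditions, ATP is quantified by luminescence.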
Tb PFK inh: qHTS Assay to Find Inhibitors of T. brucei phosphofructokinase | ATP-dependent 6-phosphofructokinase (Trypanosoma brucei brucei), O15648 | T. brucei PFK, ADP-Glo luminescence | Potency, µM (highest dose often 57.5 µM), for inactives: top-dose activity, negative = inhibition, hits mostly inhibitors | actives 0.17% (n = 330,000) | AID 485367, 2010;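 note: potency is the fitted concentration of half-maximal effect; 0% = uninhibited 1x PFK enzyme wells and -100% = no-enzyme wells; nearly all actives have a fitted effect of over 60% in size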
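In TEA buffer at pH 8.0 with 5 mM MgCl2, enzyme (1.25 nM) converted F6P (0.5 mM) and ATP (0.1 mM) for 45 min at room temperature. ADP product was read by luciferase luminescence.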
A-T KAP1 phos: qHTS Assay for Identifying a Potential Treatment of Ataxia-Telangiectasia; […] A-T fibroblasts, KAP-1 phosphorylation AlphaLISA; neocarzinostatin DNA damage 30 min before lysis; Potency, µM (top dose mostly 57.5 µM), for inactives: at the top dose activation, usual class: activators; actives 0.19% (n = 320,000); AID 485349, 2010; note: potency is the fitted concentration of half-maximal effect; % of control where 0% means no effect; nearly all actives have a fitted effect of over 45% in size
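hTERT-immortalized A-T patient fibroblasts ([…]), 500 cells/well in OPTI-MEM, 1% FBS, got compounds for 60 min, then NCS for 30 min at 37C. Lysates were then assayed for phospho-KAP-1 by AlphaLISA (anti-pKAP1 donor, anti-KAP1 acceptor beads), 6 hr at 25C.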
TSHR antagonist: Antagonists of the Thyroid Stimulating Hormone Receptor: HTS campaign | TSHR-expressing cells, TSH-stimulated cAMP HTRF, 2 h; active compounds read low | AID 504810, 2011 | actives 0.2% (n = 330,000) | activity change, negative = inhibition, % at 11.5 µM;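 active = activity change below a set negative limit, meaning inhibition stronger than a set level, cut at about -70% in these data; inconclusive = activity change between two set negative limits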; note: % is set by controls: 0 for no effect and ±100 for the full control effect
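Inhibition of cAMP made by TSHR-expressing cells under TSH stimulation (4nM final, EC80; 2 h, 37 deg C) is quantified with a one-step lysis HTRF kit, anti-cAMP cryptate versus cAMP-d2.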
TCR activator: Activators of T cell receptors: qHTS campaign. primary human leukocytes, anti-CD3, IL-2 HTRF, 48 h. Potency, µM (highest dose often 9.22 µM), without a hit: at the top dose activation of IL-2 secretion, hits mostly activators. 330,000 tested, under 10 active. AID 504894, 2011; note: % of control where 0% means no effect
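HTRF read-out of IL-2 secretion: europium cryptate donor excited at 320nm, d2 acceptor emission at 665nm. Cells were primary human leukocytes incubated 48 hr with compounds and a-CD3 beads, supplying TCR signal only.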
KCNH2 WT inh: qHTS for Inhibitors of KCHN2 3.1: Wildtype qHTS; Voltage-gated inwardly rectifying potassium channel KCNH2 (Homo sapiens), Q12809; U2OS, BacMam KCNH2, thallium flux FluxOr; active compounds read low; activity change, % at 1.84 µM; actives 0.37% (n = 340,000);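 active = maximum activity change below -70%; inconclusive = maximum activity change between -70% and -50%; inactive = maximum activity change above -50%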; note: % is set by controls: 0 for no effect and ±100 for the full control effect
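U2OS cells were transduced with wild-type KCNH2 virus (2.03 x 10^8 / mL) for 4 h at room temperature, then cultured overnight at 37 C. Thallium flux was read with FluxOr dye. Rate constants were normalized to DMSO controls.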
Active calls of the source: *; ? = inconclusive; / = not tested or not shown; [ ] = remark or other dose. Unless noted, calls come from the whole dose curve; as a rule, active = well fitted curve in the direction sought with a large enough effect; inconclusive = small, poorly fitted or top-dose-only effect, or another doubt; inactive = no such curve, though single readings can be large; an effect the other way counts as inactive or inconclusive. Hits appear at their usual frequency (roughly 1.6% active in at least one column).

SMILES	CXXC DNA block	GALK inh	BCR signal inh	Coupling enz	Giardia killer	Tb PFK inh	A-T KAP1 phos	TSHR antagonist	TCR activator	KCNH2 WT inh
O=C(COC(=O)Cn1[nH]c(=O)c2ccccc2c1=O)NNC(=O)c1ccc(Br)cc1	/	/	-1.3%	/	-15.0	-11.1%	-4.3%	-22.9	3.4%	-2.0
N#Cc1c(SCC(=O)Nc2ccc(C(F)(F)F)cc2)sc2c(O)cc(=O)[nH]c12	4.5%	-3.1%	-5.0%	0.2	-10.6	2.7%	-5.6%	4.1	-2.9%	2.8
Cn1c(Cc2ccccc2)nnc1SCC(=O)N1CCCCC1	-0.6%	2.9%	-7.6%	5.5	1.2	-0.8%	3.9%	-0.4	0.9%[46.1 µM]	-0.6
O=C1CCS/C(=N\N=C\c2ccc(Cl)cc2Cl)N1	-4.0%	/	?	0.4	5.7	0.0%	0.1%	-0.1	3.0%	2.1
CC(=O)Nc1ccc(NC(=O)CCC(=O)OCC(=O)c2ccc(F)cc2)cc1	29.4%	-3.3%	0.3%	/	0.2	-4.4%	-5.5%	-12.0	2.1%	-3.9
Cc1ccc(N(C(=O)c2ccco2)C2C=CS(=O)(=O)C2)cc1 (stereo not drawn)	12.0%	10.6%	-5.9%	0.9	-6.1	-10.9%	-6.2%	7.9	-5.4%	11.6
CN(Cc1ccccc1)c1nc(CN2CCOCC2)nc2scc(-c3ccccc3)c12	8.0%	0.7%	?	5.1	-0.3	3.1%	2.0%	3.2	4.1%[46.1 µM]	-9.8
COc1ccccc1CSc1nc2ccccc2[nH]1	1.6%	0.8%	-0.3%	-1.9	-16.3	-1.5%	-8.1%	-10.2	-9.7%	6.8
Cc1cc(OCC(=O)Nc2ccc(OCc3ccccc3)cc2)nc(C(C)C)n1	-0.9%	-0.6%	3.8%	0.8	-15.9	-1.4%	2.2%	-13.3	/	-2.2
COC(=O)c1ccc(OCc2nn[nH]n2)cc1	5.7%	-4.0%	1.8%	4.0	-16.8	5.3%	11.8%	11.5	/	-3.6
Cc1ccc(CN2CCN(/N=C/c3ccc(C(=O)O)cc3)CC2)cc1	3.5%	-2.5%	-1.5%	-1.8	3.1	0.0%	-3.6%	-9.5	-3.2%[46.1 µM]	0.6
COc1ccc(N=Cc2c[nH][nH]c2=O)cc1	-8.9%	0.0%	2.5%	-3.0	12.1	3.5%	-4.8%	8.9	-3.8%	-13.5
O=C(COc1ccccc1)c1cn(CC(=O)N2CCCC2)c2ccccc12	-5.5%	0.5%	-12.0%	0.3	-5.8	-2.5%	0.1%	8.2	-3.5%	-3.2
Cc1cccc(CSCc2nnc(N)s2)c1	5.8%	0.2%	?	0.0	-16.5	0.5%	-10.2%	-11.5	4.2%	7.9
CS(=O)(=O)N1CCN(c2nc(-c3ccc(F)cc3)cs2)CC1	-4.8%	1.4%	?	-1.4	-9.3	-0.6%	6.9%	1.0	13.4%	-7.8
CN(c1ccccc1C(=O)Nc1ccc(CC#N)cc1)S(=O)(=O)c1ccccc1	2.0%	-4.0%	?	1.0	-7.8	3.2%	1.9%	-13.0	-3.2%	0.4
O=c1c2ccccc2nnn1COc1cccc2ccccc12	-6.0%	-1.0%	-4.0%	1.3	32.2[activator]	5.2%	-1.5%	-29.4	-7.4%	2.4
O=C(c1ccc(S(=O)(=O)Nc2ccccc2F)cc1)N1CCN(c2ccccn2)CC1	/	/	0.6%	/	-4.8	4.7%	5.4%	-19.2	0.9%	1.4
CN(C)/C=N/C(=S)Nc1ccccc1	44.8%[activator]	-3.5%	-2.1%	3.1	4.6	6.2%	-5.8%	-5.3	3.9%	-3.6
CC(OC(=O)c1ccccc1Br)C(=O)Nc1nc(-c2cccc([N+](=O)[O-])c2)cs1 (stereo not drawn)	?	0.6%	?	-0.1	0.9	-0.4%	-0.7%	-12.6	7.3%[46.1 µM]	-2.6
CCCOc1ccc(C(=O)NNC(=S)NC(=O)c2ccccc2[N+](=O)[O-])cc1	5.1%	-7.3%	?	3.5	0.7	5.1%	14.5%	-1.4	/	-5.1
Cc1ccccc1OCC(=O)N/N=C/c1ccccn1	-2.1%	1.4%	?	-1.2	-1.3	-3.6%	1.9%	-3.6	3.2%	1.0
COC(=O)CSc1nnc(-c2ccccn2)n1Cc1ccco1	-3.9%	0.2%	-0.2%	0.3	4.5	-1.3%	/	7.6	-1.0%[46.1 µM]	-5.8
Cc1ccc(SCCC(=O)OCn2nnc3ccccc3c2=O)cc1	72.1%[activator]	-0.2%	5.4%	0.1	10.7	0.6%	-14.0%	10.7	-1.2%	-16.9
COc1ccc(/C=N/NC(=O)Nc2cccc3nsnc23)cc1	0.3%	-0.2%	-6.1%	-24.2	3.0	0.3%	/	7.2	-5.0%[46.1 µM]	-5.2
COc1ccc(S(=O)(=O)N2CCCC2)cc1C(C)C	-9.2%	-0.3%	1.3%	-4.3	-1.7	4.9%	6.2%	-8.8	-2.3%	-14.8
Cc1cccc(N2CCN(C(=O)/C=C/c3cccs3)CC2)c1C	4.5%	-1.0%	1.0%	-4.6	4.3	-16.9%	/	-23.1	-5.8%[46.1 µM]	-2.6
COc1ccc(CN2CCNC(=O)C2CC(=O)NCCC2=CCCCC2)c(F)c1 (stereo not drawn)	4.5%	-5.5%	0.9%	/	-12.3	2.7%	6.1%	-4.7	2.5%	14.1
COc1cccc(C(=O)CN(C(=O)c2ccc(Cl)c(Cl)c2)N2C(=O)C3CCCCC3C2=O)c1 (stereo not drawn)	5.3%	1.9%	6.4%	-5.0	16.7	0.9%	/	-0.2	-33.8%	6.5
COc1cccc(-c2ncc3ccccc3c2COC(=O)c2ccc(C(C)(C)C)cc2)c1	/	/	-5.0%	/	-27.4	-7.2%	-3.9%	11.9	2.2%	2.5
COc1ccc(-c2c(C(C)=O)c(C)nc3sc4c(=O)[nH]nnc4c23)cc1	10.1%	-4.1%	0.3%	7.2	7.9	-4.3%	6.0%	-20.1	2.1%[46.1 µM]	1.6
CCOc1ccc2nc(NC(=O)CN3C(=O)NC4(CCCC4)C3=O)sc2c1	/	/	-3.5%	/	-12.1	-4.3%	3.0%	0.1	-0.6%	-22.4
COc1ccc(-n2nnnc2SCC(=O)Nc2ccccc2)cc1	4.7%	2.1%	-16.4%	0.8	1.8	-4.2%	0.7%	1.6	0.4%	-3.8
Cc1cc(OC(F)F)ccc1NC(=O)Nc1ccc2c(c1)OCO2	16.4%	-2.2%	-0.9%	1.5	4.3	2.7%	7.3%	-5.3	4.3%	3.5
CCN(CC)CCSc1nc(O)c(-c2ccccc2)c(=O)[nH]1	1.0%	-2.5%	1.2%	-0.6	-8.1	0.2%	-2.6%	30.5	-13.5%	1.7
COc1ccc2c(C(=O)CN3CCN(c4ccccc4)CC3)c[nH]c2c1	29.7%	1.2%	-24.1%	1.1	-11.2	-2.2%	5.5%	9.5	-0.3%	13.0

Another view of three compounds above.
SMILES: CCOc1ccc2nc(NC(=O)CN3C(=O)NC4(CCCC4)C3=O)sc2c1
  CXXC DNA block: /
  GALK inh: /
  BCR signal inh: -3.5%
  Coupling enz: /
  Giardia killer: -12.1
  Tb PFK inh: -4.3%
  A-T KAP1 phos: 3.0%
  TSHR antagonist: 0.1
  TCR activator: -0.6%
  KCNH2 WT inh: -22.4
SMILES: COc1ccc(-n2nnnc2SCC(=O)Nc2ccccc2)cc1
  CXXC DNA block: 4.7%
  GALK inh: 2.1%
  BCR signal inh: -16.4%
  Coupling enz: 0.8
  Giardia killer: 1.8
  Tb PFK inh: -4.2%
  A-T KAP1 phos: 0.7%
  TSHR antagonist: 1.6
  TCR activator: 0.4%
  KCNH2 WT inh: -3.8
SMILES: Cc1cc(OC(F)F)ccc1NC(=O)Nc1ccc2c(c1)OCO2
  CXXC DNA block: 16.4%
  GALK inh: -2.2%
  BCR signal inh: -0.9%
  Coupling enz: 1.5
  Giardia killer: 4.3
  Tb PFK inh: 2.7%
  A-T KAP1 phos: 7.3%
  TSHR antagonist: -5.3
  TCR activator: 4.3%
  KCNH2 WT inh: 3.5
